# High-throughput results: PubChem BioAssay, NMMLSC
# MEP2-GFP yeast – modulators of MEP2-GFP levels in yeast, primary screen, S. cerevisiae, multiplex flow cytometry, MLPCN library; S. cerevisiae MEP2-GFP strain, 3 h; 100% = DMSO control level; GFP response vs DMSO, % at 10 µM; 330,000 compounds, 0.51% hits; AID 2016, 2009;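 active = GFP response versus DMSO above a set limit, roughly screen mean plus 3 SD, cut at about 180% in these data; inconclusive = fewer than 70 cells counted for a yeast strain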;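 also: median GFP fluorescence of the barcode-gated MEP2-GFP cells per well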
# CR mimetic SO – reduction of superoxide in aged yeast, primary screen, HTS | S. cerevisiae aged cells, superoxide DHE fluorescence; hits give low values | superoxide response (% of plate mean), % at 10 µM | 330,000 compounds, 0.18% hits | AID 2690, 2010;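 active = superoxide response under a set limit, about three screen SD below normal, cut at about 65% in these data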;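 also: yeast aged for seven days with compound at 30 °C before DHE staining; 100% = average MFI of all compound-treated wells on the plate with controls excluded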
# LAP4 TOR yeast – modulators of LAP4-GFP expression in yeast, primary screen, S. cerevisiae, multiplex flow cytometry, MLPCN library; 3 h; median GFP as percent of DMSO wells; 320,000 compounds, 0.34% hits; AID 2023, 2009; GFP response vs DMSO, % at 10 µM;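 active = GFP response vs DMSO above a set limit, about the screen mean plus 3 SD, cut at about 150% in these data; inconclusive = under 70 cell events counted for the yeast strain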
# GRK2 inh – compounds blocking aptamer binding on GRK2 – biochemical, human GRK2, bead flow cytometry, HTS, primary screen; FAM-aptamer displacement from GRK2; Beta-adrenergic receptor kinase 1 (Homo sapiens), P25098; inhibition of aptamer binding, % at 10 µM; 330,000 compounds, 0.59% hits;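 active = inhibition of aptamer binding above 40%, roughly 3 SD of noise, on plates passing a quality check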;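 also: median bead fluorescence of bound FAM aptamer so fluorescent compounds give negative values; no value below 0 was filed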
# Target sequence (P25098 whole entry, looked up): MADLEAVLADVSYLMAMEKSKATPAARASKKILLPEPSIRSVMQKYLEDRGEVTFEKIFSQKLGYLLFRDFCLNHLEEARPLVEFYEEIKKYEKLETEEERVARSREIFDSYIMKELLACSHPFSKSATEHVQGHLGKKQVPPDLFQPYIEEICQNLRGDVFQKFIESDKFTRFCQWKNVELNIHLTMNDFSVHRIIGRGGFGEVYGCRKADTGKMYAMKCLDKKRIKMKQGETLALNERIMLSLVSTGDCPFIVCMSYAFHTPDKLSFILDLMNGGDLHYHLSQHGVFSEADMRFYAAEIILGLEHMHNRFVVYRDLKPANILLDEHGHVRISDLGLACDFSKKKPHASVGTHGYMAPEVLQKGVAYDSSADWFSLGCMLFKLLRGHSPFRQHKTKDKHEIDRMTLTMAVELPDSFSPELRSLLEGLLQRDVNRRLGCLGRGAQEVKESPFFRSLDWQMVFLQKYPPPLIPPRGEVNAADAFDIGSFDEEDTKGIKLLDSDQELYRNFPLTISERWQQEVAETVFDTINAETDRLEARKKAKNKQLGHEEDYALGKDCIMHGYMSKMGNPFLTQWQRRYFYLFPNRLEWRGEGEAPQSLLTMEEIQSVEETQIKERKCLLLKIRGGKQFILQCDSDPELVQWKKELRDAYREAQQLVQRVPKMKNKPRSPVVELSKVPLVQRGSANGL
# RPL19A TOR yeast – RPL19A-GFP expression modulators in yeast, primary screen, cell-based, S. cerevisiae, multiplex flow cytometry, MLPCN | percent response vs DMSO, % at 10 µM | 330,000 compounds, 0.3% hits | S. cerevisiae RPL19A-GFP strain, 3 h; hits give low values | AID 2025, 2009;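 active = percent response vs DMSO below 50%; inconclusive = fewer than 70 events counted for the yeast strain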;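 also: median channel GFP fluorescence of the barcoded RPL19A-GFP strain; ratio of sample median GFP to plate DMSO average so 100% = DMSO; lower means less RPL19A-GFP as with rapamycin TOR inhibition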
# VLA-4 inh – inhibition in human VLA-4 binding assay, primary screen, VLA-4 allosteric modulator project, MLPCN library, flow cytometry, VLA-4 expressing cells. Integrin alpha-4 (Homo sapiens), P13612. ligand binding flow cytometry. inhibition, % (about 7 µM as worked out from the volumes in the protocol). 330,000 compounds, 0.2% hits. AID 2557, 2010; in the data active = inhibition above about 50%
# AGP1 TOR yeast – modulators of AGP1-GFP expression in yeast TOR pathway, primary screen, cell-based, multiplex flow cytometry, S. cerevisiae, MLPCN library; AID 2066, 2009; 320,000 compounds, 0.02% hits; GFP response vs DMSO, % at 10 µM; 3 h; GFP as percent of DMSO wells;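 active = GFP response relative to DMSO above a set limit, near screen average plus 3 SD, cut at about 150% in these data; inconclusive = fewer than 70 cells counted for the yeast strain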;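 also: median GFP channel fluorescence of the gated AGP1 strain per well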
# CIT2-GFP yeast – modulators of CIT2-GFP expression in yeast, primary screen, S. cerevisiae, GFP fusion, multiplex flow cytometry, MLPCN library; S. cerevisiae CIT2-GFP strain, 3 h; 100 means same as DMSO wells; GFP response vs DMSO, % at 10 µM; 320,000 compounds, 0.065% hits; AID 2029, 2009;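 active = GFP response relative to DMSO above a set limit, near the screen mean plus 3 SD, cut at about 150% in these data; inconclusive = Fewer than 70 cells measured for a yeast strain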;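 also: ratio of well median GFP fluorescence to mean of DMSO wells on the plate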
# Numbers without * were called inactive; u = inconclusive; x = no result given; [ ] = remark or other dose.
SMILES,MEP2-GFP yeast,CR mimetic SO,LAP4 TOR yeast,GRK2 inh,RPL19A TOR yeast,VLA-4 inh,AGP1 TOR yeast,CIT2-GFP yeast
CCOC(=O)C1CCCN(C(=O)CN(c2ccc(OC)cc2)S(=O)(=O)c2c(C)noc2C)C1 (stereo not drawn),103.4,94.7,104.4,6.0,106.3,-6.4,114.7,110.5
CCOC(=O)N1CCN(C(=O)c2cc3c(s2)-c2c(C)cccc2OC3)CC1,97.3,100.4,105.7,2.0,100.2,17.2,91.9,98.8
CCS(=O)(=O)N1Cc2ccccc2CC1C(=O)Nc1nc2ccc(F)cc2s1 (stereo not drawn),113.3,101.7,100.4,0.0,96.0,2.8,95.5,94.1
COc1cccc(C(=O)Nc2cc3c(cc2C(C)=O)OCCO3)c1,98.4,95.8,95.5,0.0,96.4,8.6,94.4,97.0
CC(=O)Nc1ccc2c(c1)nc(CCNC(=O)c1ccccc1)n2C,95.5,111.2,93.5,57.0*,99.0,3.4,104.4,99.1
Cc1cc(C)cc(N2C(=O)C3NN=C(C(=O)OCc4ccccc4)C3C2=O)c1 (stereo not drawn),110.8,95.0,96.5,6.0,105.8,2.4,95.3,103.5
COc1ccc(-n2nc([N+](=O)[O-])c(=NCCc3ccc(Cl)cc3)n2O)cc1,100.7,100.5,100.9,0.0,98.2,-8.0,95.8,99.8
CN(C)c1ccc(C(=O)NCC(c2cccs2)N2CCOCC2)cc1 (stereo not drawn),105.3,103.0,100.9,0.0,102.0,-13.8,92.5,89.1
C[C@H](NC(=O)[C@H](Cc1ccccc1)n1c(=O)[nH]c2ccccc2c1=O)C(=O)N1CCC(C(=O)O)CC1,107.3,90.4,99.9,3.0,99.8,-4.1,104.0,101.6
Cc1nn(C)c(C)c1NC(=O)CCl,95.0,87.2,97.3,3.0,97.9,-0.1,98.4,97.1
COc1ccc(N2CCN(C(=O)CSc3nnc4c(C)cc5c(C)cc(C)cc5n34)CC2)cc1,101.2,103.3,87.5,4.0,98.2,21.3,96.9,106.9
Cc1ccc2[nH]c3c(=O)n(CCc4cnc[nH]4)cnc3c2c1,96.2,102.6,101.6,0.0,95.5,11.1,99.1,95.3
O=C(COc1ccc(Cl)cc1Cl)Nc1ccc(Cl)cn1,93.0,114.5,94.0,0.0,93.1,12.2,89.5,x
O=C(Cn1nnc(-c2ccccc2NC(=O)c2ccccc2)n1)Nc1ccc2c(c1)OCCO2,93.2,100.1,84.5,0.0,86.4,10.5,87.7,89.8
CCOC(=O)c1c(NC(=O)COC(=O)CCOc2ccccc2C)sc(C(=O)NC)c1C,106.5,116.4,112.5,2.0,99.7,10.8,110.0,96.5
CSc1ccccc1NC(=O)c1cc2c(=O)n3ccccc3nc2s1,103.1,103.0,71.4,2.0,107.6,17.1,96.2,90.5
O=C1OC(Nc2ccc(F)c([N+](=O)[O-])c2)c2ccccc21 (stereo not drawn),101.6,99.8,107.0,1.0,99.1,23.5,108.7,96.5
CCN(CC)CCCOc1ccc(Cl)c(Cl)c1,111.3,97.8,109.9,0.0,106.4,3.6,108.0,104.1
CCN1C(=O)/C(=C/C=C2\C=CN(CC)c3ccccc32)SC1=S,430.0*[may fluoresce violet],112.8,74.3[may fluoresce violet],0.0,40.1*[may fluoresce violet],27.1,17.9[may fluoresce violet],u
COc1cc(S(=O)(=O)Nc2cccc(C(=O)O)c2)c(OC)cc1Cl,101.6,104.4,104.2,2.0,99.0,-3.7,99.9,104.2
Cn1c(=O)n(C)c2cc3[nH]cnc3cc21,103.3,109.5,101.4,40.0,98.8,0.9,104.5,99.5
CC(C)(C)c1ccc(CSc2nnc(-c3ccccc3NC(=O)c3ccccc3)o2)cc1,113.4,98.2,121.3,0.0,95.6,14.5,112.2,98.2
O=C(N/N=C/C=C/c1ccccc1)C1CC1(c1ccccc1)c1ccccc1 (stereo not drawn),100.8,99.1,99.4,0.0,101.4,8.7,99.4,110.9
COCc1cc(N2CCN(c3ccccc3F)CC2)nc(-c2ccccc2)n1,105.3,103.7,106.8,0.0,100.2,28.3,101.3,98.5
CCn1c2ccccc2c2cc(NC(=O)CNCC3CCCO3)ccc21 (stereo not drawn),100.0,98.1,99.5,0.0,103.4,-5.4,104.1,99.5
C[C@@H]1NC(=O)[C@H](CCC(N)=O)NC(=O)c2cc([N+](=O)[O-])cc(I)c2NCCC[C@@H](C(N)=O)NC1=O,88.8,102.2,112.2,0.0,94.6,-12.6,83.7,72.4
O=C(Cn1[nH]c(=O)c2ccccc2c1=O)N1CCN(S(=O)(=O)c2ccc(Cl)cc2)CC1,108.2,83.4,97.7,2.0,98.0,0.4,99.2,102.8
Cc1cc(NCc2ccccc2)nc2ccccc12,96.4,81.3,94.9,4.0,95.3,-10.4,97.7,103.3
CCOc1ccc(NC(=O)CCCCCN2C(=O)[C@@H]3Cc4ccccc4CN3C2=O)cc1,u,91.5,u,0.0,u,22.6,u,80.4[may fluoresce red]
CC1CCCC(C)N1C(=O)COc1ccc(F)cc1 (stereo not drawn),99.1,81.9,96.2,0.0,92.7,17.4,98.5,92.9
Cc1c(C=O)cnn1CCC(=O)O,99.1,98.5,99.0,0.0,92.8,15.7,98.7,91.9
COc1cc(NC(=O)c2cccc(C)c2)c(OC)cc1NC(=O)CN1CCOCC1,103.1,84.5,95.7,19.0,96.2,34.2,97.1,93.6
COc1ccc(CN(Cc2cc3cccc(C)c3[nH]c2=O)C(=O)N(C)C)cc1,104.7,93.8,98.2,0.0,98.5,-10.8,100.2,106.3
CC(C)C(c1nnnn1C1CCCCC1)N1CCN(c2ncccn2)CC1 (stereo not drawn),99.5,95.5,99.9,0.0,101.5,-9.8,106.1,110.6
CSCC[C@H](NC(=O)NCc1cccs1)C(=O)O,99.5,100.0,97.7,5.0,96.2,9.0,102.4,103.2
c1ccc(N/N=C(\Cc2ncc[nH]2)c2ccccc2)cc1,100.2,109.6,104.1,1.0,104.3,17.1,99.9,104.5
COc1ccc(C2C(C(=O)Nc3ccc(OC)c(OC)c3)c3ccccc3C(=O)N2C)cc1 (stereo not drawn),106.6,101.0,112.3,0.0,100.4,-1.8,108.6,101.8
CN(CC(=O)Nc1cccc(F)c1)C(=O)c1cccc(-n2cccc2)c1,97.9,99.2,105.8,14.0,97.2,8.9,98.8,96.4
Cc1ccc(-c2nc3cccnc3s2)cc1NS(=O)(=O)c1ccc2c(c1)OCCO2,144.8[may fluoresce violet],114.6,73.9[may fluoresce violet],1.0,60.2[may fluoresce violet],-19.4,18.9[may fluoresce violet],u
O=C(CNS(=O)(=O)c1ccccc1)NCc1ccco1,100.3,82.0,100.2,9.0,102.2,5.3,103.5,100.3
COc1cc(N/C=C2\CC(=O)NC(C)=C2C#N)cc(OC)c1OC,101.8,98.7,96.8,1.0,95.8,10.1,98.1,106.1
O=C(CCCc1nc2ccccc2s1)NCc1cccnc1,96.0,103.4,86.7,3.0,102.3,0.0,91.7,86.0
COc1ccc(C2C(C(=O)Nc3cccnc3)=C(C)Nc3nc(-c4ccco4)nn32)cc1 (stereo not drawn),103.1,103.1,103.0,0.0,98.6,7.9,101.4,102.3
Cc1nc(/C=C/c2ccccc2)cc(/C=C/c2ccccc2)n1,104.8,93.7,101.0,3.0,103.8,1.1,103.6,102.4
N#Cc1nc(-c2ccccc2F)oc1NC1CCCCC1,93.5,96.0,100.4,0.0,99.2,9.9,88.3,80.6
Cc1ccc(N2C(=O)N(CC(=O)Nc3cccc(C)c3C)C(=O)C2C)cc1 (stereo not drawn),102.3,101.6,106.8,0.0,102.5,-2.9,113.7,101.2
CC(C)CCNC(=O)c1cn(C)c2ccc(S(=O)(=O)N3CCCC3)cc2c1=O,101.0,176.3,96.0,2.0,101.1,-2.5,100.5,100.5
CN(Cc1ccc(F)cc1)S(=O)(=O)c1nnc(NC(=O)c2ccccc2)s1,120.0,88.3,101.5,0.0,101.5,23.8,96.2,105.9
O=C(CN1C(=O)C2C3C=CC(C3)C2C1=O)NCc1ccc2c(c1)OCO2 (stereo not drawn),101.5,105.3,102.1,0.0,105.9,-4.4,106.6,107.3
CC(C)CC(=O)Nc1ccc2c(c1)OCO2,106.3,117.8,108.8,0.0,104.1,5.0,94.6,96.2
COc1ccccc1NC(=O)c1ccc(NC(=O)COC(=O)CC(NC(=O)c2ccccc2Cl)c2ccccc2)cc1 (stereo not drawn),109.3,98.5,101.9,3.0,104.9,-7.5,99.6,116.6
Cc1cc(NC(=O)CCC(=O)N(CC(C)C)C(C(=O)NC(C)(C)C)c2ccccc2Cl)no1 (stereo not drawn),106.5,85.9,98.3,0.0,104.3,-2.6,104.4,101.6
CSc1ccc(/C=c2\s/c(=C\C(=O)C(C)(C)C)n(CC(=O)NCCC3=CCCCC3)c2=O)cc1,100.4,96.6,88.2,1.0,107.0,-4.2,103.4,101.3
C/C(=N/O)c1ccc(N2C(=O)C3C4C=CC(C3C2=O)C2C3C(=O)N(c5ccc(/C(C)=N/O)cc5)C(=O)C3C42)cc1 (stereo not drawn),95.9,86.9,97.6,1.0,97.6,35.2,100.2,96.3
Cc1c(C(C)C)c(=O)n(-c2ccc(S(=O)(=O)N3CCOCC3)cc2)n1C,100.3,109.2,98.5,0.0,98.2,-0.2,105.3,100.0
CCOC(=O)C(C)S(=O)(=O)c1ccc(C(F)(F)F)cn1 (stereo not drawn),102.6,105.0,97.3,0.0,96.5,21.2,92.8,105.9
O=S(=O)(Nc1ccc2cn[nH]c2c1)c1cc(Br)ccc1Br,101.6,111.4,95.0,0.0,97.3,-12.0,99.1,103.6
COC(OC)c1ccnc(-c2ccc(OC(C)=O)cc2)n1,95.0,105.8,90.7,0.0,103.1,5.2,99.8,94.7
O=C(O/N=C\c1ccc(N2CCOCC2)c([N+](=O)[O-])c1)c1ccc(F)cc1,100.9,108.1,97.4,0.0,98.2,11.4,99.3,95.4
Cc1cc(C)cc(NC(=S)NC(=O)C2CC2)c1,94.7,101.3,108.0,0.0,92.2,9.7,104.0,98.4
N#CCCn1cc(C(=O)CN2C(=O)NC3(CCCCCC3)C2=O)c2ccccc21,104.7,96.5,104.2,0.0,101.7,7.1,106.8,96.7
COc1ccccc1Cn1c(=S)[nH]c2cc(C(=O)NC(C)C)ccc2c1=O,105.3,102.5,96.5,0.0,102.5,28.3,95.8,101.0

# Rewritten with values under each structure: entries from further up.
# Values run as follows: MEP2-GFP yeast | CR mimetic SO | LAP4 TOR yeast | GRK2 inh | RPL19A TOR yeast | VLA-4 inh | AGP1 TOR yeast | CIT2-GFP yeast
CC(C)CC(=O)Nc1ccc2c(c1)OCO2
  106.3 | 117.8 | 108.8 | 0.0 | 104.1 | 5.0 | 94.6 | 96.2
COc1ccccc1NC(=O)c1ccc(NC(=O)COC(=O)CC(NC(=O)c2ccccc2Cl)c2ccccc2)cc1 (stereo not drawn)
  109.3 | 98.5 | 101.9 | 3.0 | 104.9 | -7.5 | 99.6 | 116.6
Cc1cc(NC(=O)CCC(=O)N(CC(C)C)C(C(=O)NC(C)(C)C)c2ccccc2Cl)no1 (stereo not drawn)
  106.5 | 85.9 | 98.3 | 0.0 | 104.3 | -2.6 | 104.4 | 101.6
